# G9a inh = inhibitors of human histone lysine methyltransferase G9a. Q96KQ7. G9a H3K9 monomethylation, AlphaScreen, 2 h. Potency, µM (doses to about 102 µM), for inactives: at the highest dose activity, negative = inhibition, usual class: inhibitors. 350,000 tested, 8.8% active; note: potency is the fitted concentration of half-maximal effect; % is set by controls: 0 for no effect and ±100 for the full control effect; nearly all actives have a fitted effect of over 75% in size
#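 Chemiluminescent proximity detection of H3K9 monomethylation, read after 10 min bead incubation in the dark. Reaction: 20 nM G9a, 500 nM biotin-H3K9 peptide, 20 uM SAM cofactor, 2 h, room temperature, following 15 min enzyme-compound preincubation.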
# JMJD2A Tudor inh = JMJD2A Tudor domain (human) inhibition; 390,000 tested, 4.4% active; AlphaScreen JMJD2A-Tudor / H3K4me3 peptide binding; Potency, µM (titrated, usually from 114 µM), without a hit: at the top dose activity change, negative = inhibition, most hits filed as inhibitors; note: potency is the fitted concentration of half-maximal effect; % is set by controls: 0 for no effect and ±100 for the full control effect; nearly all actives have a fitted effect of over 50% in size
# HP1b chromo inh = HP1-beta chromodomain-methylated histone interaction inhibition; P83916; AlphaScreen HP1-beta / biotin-H3K9me3 peptide binding; Potency, µM (series often up to 114 µM), for the others: at the highest dose activity change, negative = inhibition, actives largely listed as inhibitors; 390,000 tested, 0.56% active; AID 540317; note: potency is the fitted concentration of half-maximal effect; nearly all actives have a fitted effect of over 70% in size; inactives centre near 23
# Target sequence (P83916 whole entry, looked up): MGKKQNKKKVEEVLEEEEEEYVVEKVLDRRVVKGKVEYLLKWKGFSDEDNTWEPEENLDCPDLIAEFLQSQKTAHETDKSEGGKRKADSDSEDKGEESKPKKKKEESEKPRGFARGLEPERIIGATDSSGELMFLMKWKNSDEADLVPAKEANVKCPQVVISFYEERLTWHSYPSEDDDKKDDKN
#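 AlphaScreen: HP1-beta (50 nM) preformed 30 min with biotin-H3(1-18)K9me3 peptide (50 nM) in PBS pH 7.4, 0.01% Tween-20. Compound added for 30 min at RT, then streptavidin donor/nickel chelate acceptor beads (10 ug/mL) for 30 min.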
# PGK inhibitor = T. brucei PGK inhibition; 380,000 tested, 0.043% active; Potency, µM (titrated, usually from 57.5 µM), for the others: at the top dose activity change, negative = inhibition, most hits filed as inhibitors; PGK/GAPDH coupled, Kinase-Glo luminescence, 60 min; P07378; note: potency is the fitted concentration of half-maximal effect; % is set by controls: 0 for no effect and ±100 for the full control effect; nearly all actives have a fitted effect of over 60% in size
#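 Luminescent ATP detection (Kinase-Glo Plus) follows a 60-minute room-temperature incubation, with wells lacking PGK as controls. Buffer: 100 mM TEA (pH 7.6), 5 mM MgCl2, 0.01% Tween-20. Coupling enzyme GAPDH (100 nM final) supplies unstable 1,3-BPG in-well.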
# PI4K2A inh = blocks human PI4K2A kinase activity; 420,000 tested, 0.13% active; Q9BTU6; activity change, negative = inhibition, % at 76.9 µM; purified PI4K2A, ADP-Glo luminescence, 1 h; stronger effect = lower value; in the data active = activity change below about -50%; inconclusive = mostly about -30% to -49%;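 note: -100% = wells without enzyme as full effect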
#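 ADP-Glo luminescence measured ADP generated by PI4K2A enzyme (4 ug/mL before mixing) with 1.2 mM PI substrate (pre-mix) and 300 microM ATP (pre-mix). Tris pH7.5 buffer with MgCl2, Triton X-100; 1 h reaction at ambient temperature.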
# Pin1 inhibitor = human Pin1 inhibition; Q13526; 390,000 tested, 0.009% active; Pin1 FP peptide displacement, HiFluor488, 10 min; AID 504891; Potency, µM (series often up to 115 µM), without a hit: at the highest dose activity, negative = inhibition, most hits filed as inhibitors; active = well fitted inhibition curve with a large enough effect in the polarisation, with a control signal flat, not every such curve was filed as active; inconclusive = small, poorly fitted or top-dose-only effect, or effect the other way, or a change in a side signal; inactive = no such curve, though single readings can be large or run the other way; the % refers to the polarisation; note: potency is the fitted concentration of half-maximal effect; % is set by controls: 0 for no effect and ±100 for the full control effect
# Target sequence (Q13526 whole entry, looked up): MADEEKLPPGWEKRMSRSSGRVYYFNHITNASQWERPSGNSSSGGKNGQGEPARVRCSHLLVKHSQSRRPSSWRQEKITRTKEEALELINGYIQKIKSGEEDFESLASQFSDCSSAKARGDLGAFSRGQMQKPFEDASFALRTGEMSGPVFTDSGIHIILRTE
# POLH inh = blocks human DNA polymerase eta activity; Q9Y253; Potency, µM (highest dose often 114 µM), without a hit: top-dose activity change, negative = inhibition, most hits filed as inhibitors; AID 588591; recombinant Pol eta, fluorescent DNA replication assay; 390,000 tested, 1.2% active; note: potency is the fitted concentration of half-maximal effect; % is set by controls: 0 for no effect and ±100 for the full control effect
# Target sequence (Q9Y253 whole entry, looked up): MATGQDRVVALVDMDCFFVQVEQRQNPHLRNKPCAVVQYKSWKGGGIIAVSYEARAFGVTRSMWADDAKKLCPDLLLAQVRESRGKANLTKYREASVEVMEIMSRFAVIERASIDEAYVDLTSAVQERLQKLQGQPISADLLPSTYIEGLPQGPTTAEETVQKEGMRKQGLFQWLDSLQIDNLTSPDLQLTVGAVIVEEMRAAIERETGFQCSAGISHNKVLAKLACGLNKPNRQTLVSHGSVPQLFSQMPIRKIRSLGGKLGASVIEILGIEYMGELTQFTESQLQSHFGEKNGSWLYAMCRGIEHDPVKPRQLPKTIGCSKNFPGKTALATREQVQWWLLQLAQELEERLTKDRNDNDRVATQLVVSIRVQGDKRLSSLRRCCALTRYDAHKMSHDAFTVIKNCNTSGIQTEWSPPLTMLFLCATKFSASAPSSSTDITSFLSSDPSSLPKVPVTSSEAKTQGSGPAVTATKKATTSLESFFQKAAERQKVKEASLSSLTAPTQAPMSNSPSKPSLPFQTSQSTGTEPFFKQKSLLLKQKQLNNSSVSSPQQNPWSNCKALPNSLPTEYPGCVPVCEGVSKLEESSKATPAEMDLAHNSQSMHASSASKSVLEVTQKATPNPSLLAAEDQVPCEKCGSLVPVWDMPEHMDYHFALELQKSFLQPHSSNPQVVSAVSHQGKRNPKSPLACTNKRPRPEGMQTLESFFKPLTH
#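 Pol eta (10 nM) was preincubated with compounds for 15 min at room temperature, after which fluorescent replication substrate (50 nM final) was added to start the reaction. Fluorescence was read kinetically at 0 and 10 min.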
# GLS inhibitor = glutaminase GLS (human) inhibition. AID 624170. GLS enzymatic activity, qHTS titration. 410,000 tested, 0.21% active. O94925. Potency, µM (highest dose often 45.5 µM), inactives show at the top dose activity change, negative = inhibition, usual class: inhibitors; note: potency is the fitted concentration of half-maximal effect; % is set by controls: 0 for no effect and ±100 for the full control effect
#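 Compounds were pin-transferred onto hKGA, after which L-glutamine (1 mM solution) and a detection mix of glutamate oxidase, HRP and Amplex Red were added. Initial and 30 min RT fluorescence reads were collected.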
# BAZ2B block = BAZ2B (human) inhibition | AlphaScreen BAZ2B-H3K14Ac peptide displacement | Potency, µM (top dose mostly 114 µM), for the others: at the top dose activity change, negative = inhibition, hits mostly inhibitors | 360,000 tested, 4.4% active; note: potency is the fitted concentration of half-maximal effect; % is set by controls: 0 for no effect and ±100 for the full control effect; nearly all actives have a fitted effect of over 60% in size
#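 AlphaScreen luminescence quantifies BAZ2B engagement of H3K14Ac peptide; the protein and biotinylated peptide are both at 50 nM final, buffer PBS pH 7.4 with 0.01% Tween-20, all steps at room temperature.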
# The depositor's hits bear a star; i = inactive; ? = inconclusive; · = not tested or not shown; & = joins results of further samples; ! = a repeat was not active; [ ] = dose if it differs, or a comment. Unless noted, calls come from the whole dose curve; as a rule, active = well fitted curve in the direction sought with a large enough effect; inconclusive = small, poorly fitted or top-dose-only effect, or another doubt; inactive = no such curve, though single readings can be large; an effect the other way counts as inactive or inconclusive.
G9a inh	JMJD2A Tudor inh	HP1b chromo inh	PGK inhibitor	PI4K2A inh	Pin1 inhibitor	POLH inh	structure	GLS inhibitor	BAZ2B block
16µM*	-8%	-8%	-8%	-7	1%	-15%	CCOCCCN1CN(Cc2ccco2)CNC1=S	-12%	-25%
4%[59 µM]	1%	20%	6%	-5	-4%	3%	COCCNC(=O)c1ccccc1NC(=O)C1COc2ccccc2O1 (centres undefined)	-2%	·
?	-13%	14%	3%	-3	1%	-1%	CCN(CC)c1ccc(S(=O)(=O)N2CCOCC2)cc1NC(=O)CSc1cccc[n+]1[O-]	7%	?
10µM*	?	?	-2%	-4	-1%	-10%	CCOc1ccc(-c2nc(C#N)c(N3CCN(Cc4ccccc4)CC3)o2)cc1	10%	?
·	·	·	-2%	0	·	-5%	Cc1ccc2c(=O)n3c(nc2c1)C(Cc1ccccc1)NC(=O)c1cccnc1-3 (centres undefined)	-9%	·
-6%[59 µM]	-3%	51%[activator]	i	4	-3%	1%	COC(=O)C(O)(CC(=O)Nc1ccccc1OC)C(F)(F)F (centres undefined)	-16%	-3%
?	-29%	-12%	-11%	-4	7%	-12%	COc1nccnc1NS(=O)(=O)c1ccc(NC(=S)NC(=O)c2ccc(F)cc2)cc1	24%	-39%
14%[12.7 µM]	-2%	43%	10%	9	-1%	-7%	Cc1cccn2c(=O)c3cc(C(=O)NC4CCCC4)c(=N)n(C4CCCC4)c3nc12	-1%	1%
?	-2%	44%[activator]	0%	2	5%	7%	COc1cc2c(cc1OC)CN(C(=O)CN1C(=O)NC3(CCC(C)CC3)C1=O)CC2 (centres undefined)	3%	-3%
91%[activator]	52%[activator]	72%[activator]	2%	4	9%	-7%	COc1ccc(CNc2nc(C)cc(C)c2C#N)cc1	-1%	75%[activator]
0%	-8%	62%[activator]	-3%	-2	-2%	-7%	CCCOP(=O)(OCCC)C(Nc1ccc(C(=O)O)cc1)c1ccccc1 (centres undefined)	21%	-29%
179%[activator][59 µM]	41%[activator]	101%	-10%	4	?	-12%	NS(=O)(=O)c1ccc(N2N=C(c3ccc(Br)cc3)CC2c2ccc(F)cc2)cc1 (centres undefined)	0%	63%[activator]
20%[59 µM]	52%[activator]	52%[activator]	-15%	-13	-12%	-18%	CC1CCCN(c2ncnc3c2cnn3-c2ccc(F)cc2)C1 (centres undefined)	0%	76%[activator]
·	-2%	30%	2%	0	3%	-15%	O=C(Cn1cc([N+](=O)[O-])nc1[N+](=O)[O-])N1CCN(c2ccccc2)CC1	3%	-13%
11%[12.7 µM]	-9%	42%[activator]	-2%	-1	11%	-8%	N#Cc1ccc(C(=O)Nc2cc(-c3ccc(F)cc3)nn2-c2ccccc2)cc1	1%	30%
40µM*!	-16%	24%	i	-1	1%	1%	C=CCN=C1N[C@@H](c2ccccc2)C(C(=O)OC)=C(C)N1CC	1%	8%
-31%[59 µM]	8%[57.1 µM]	39%[activator]	-3%	-6	3%	10%	CCSc1nnc(NC(=O)c2cccnc2Cl)s1	2%	-12%
79µM*	11%	3%	-9%	-4	0%	-15%	O=C(NC(=S)Nc1cccnc1)c1ccccc1	-3%	4%
3.5µM*	4.5µM*	14%	-6%	1	-2%	-1%	COc1cc(OC)cc(-c2n[nH]c(=S)n2-c2ccc3c(c2)OCCO3)c1	?	-25%
-6%[59 µM]	-15%	18%	-1%	4	1%	-1%	Cc1ccc(NC(=O)CCC(=O)NNC(=O)COc2ccccc2)c(C)c1	0%	4%

# Part of the list above with just GLS inhibitor, PGK inhibitor and Pin1 inhibitor.
mol | GLS inhibitor | PGK inhibitor | Pin1 inhibitor
CC1CCCN(c2ncnc3c2cnn3-c2ccc(F)cc2)C1 (centres undefined) | 0% | -15% | -12%
O=C(Cn1cc([N+](=O)[O-])nc1[N+](=O)[O-])N1CCN(c2ccccc2)CC1 | 3% | 2% | 3%
N#Cc1ccc(C(=O)Nc2cc(-c3ccc(F)cc3)nn2-c2ccccc2)cc1 | 1% | -2% | 11%

# The list continues:
G9a inh	JMJD2A Tudor inh	HP1b chromo inh	PGK inhibitor	PI4K2A inh	Pin1 inhibitor	POLH inh	structure	GLS inhibitor	BAZ2B block
18%[59 µM]	-6%	13%	-6%	3	-2%	-17%	Cc1cccc(OCC(=O)NNC(=O)c2cccs2)c1	5%	0%
16µM*	-21%	?	-4%	2	-2%	-9%	Cn1c(=O)[nH]c(=O)c2c1nc(SCCO)n2CC(O)COc1ccccc1 (centres undefined)	12%	-26%
12%	-6%	-5%	i	2	4%	-22%	COc1ccccc1OCC(=O)Nc1ccc2c(c1)OCCO2	-18%	4%
20%	5%	32%	-9%	5	-3%	-19%	CC(=O)Nc1ccc(NC(=O)C(C)OC(=O)CCN=C2NS(=O)(=O)c3ccccc32)cc1 (centres undefined)	-6%	-10%
?	-17%[57.1 µM]	19%	-4%	8	3%	0%	CCOc1ccc(NC2C=CS(=O)(=O)C2)cc1 (centres undefined)	8%	3%
·	1%	38%	-8%	0	-2%	-3%	CCCNc1c(NC(=O)c2ccc3c(c2)OCO3)c(=O)oc2ccccc12	-7%	-4%
11%	1%	43%[activator]	i	0	-7%	-22%	CCc1cccc(NC(=O)C2CCCN2S(=O)(=O)c2ccccc2C(F)(F)F)c1 (centres undefined)	-4%	4%
·	-13%	15%	-15%	0	5%	-18%	Cc1cc(OCC(O)CN(C)C(=O)C(C)Oc2ccccc2)ccc1Cl (centres undefined)	-8%	-1%
26%[59 µM]	-6%	27%	-3%	1	-1%	-6%	O=C(NCc1ccncc1)C1CCN(C(=O)c2cccc(Cl)c2)CC1	2%	12%
28µM*	22µM*	?	11%	2	4%	-20%	Nc1ccccc1Nc1cc(-c2cccc(Cl)c2)nn1-c1ccccc1	24%	22µM*
-16%[0.501 µM]	18%	34%[activator]	i	0	1%	3%	CC1CCC(=C(C#N)C(=O)Nc2cccc(Cl)c2)CC1 (centres undefined)	-4%	-6%
·	-1%	29%	7%	1	3%	-4%	O=C1CN(S(=O)(=O)c2ccccc2)CCN1	-11%	·
·	-17%	25%	6%	1	0%	-4%	CSCCC1NC(=O)N(CC(=O)Nc2ccc3c(c2)OCCO3)C1=O (centres undefined)	-1%	·
-6%[59 µM]	17%[11.4 µM]	2%	-3%	-4	0%	-18%	CCOC(=O)c1c(C)[nH]c(C(=O)COC(=O)c2ccc(F)c(S(=O)(=O)N3CCOCC3)c2)c1C	4%	18%
-4%	-7%	12%	-1%	3	-3%	4%	Cc1occc1C(=O)NNC(=O)CN1C(=O)NC(C)(c2ccccc2)C1=O (centres undefined)	17%	-10%
3%[59 µM]	-14%	54%[activator]	i	-1	0%	-9%	O=C(Nc1ccc2nc(SCC(=O)N3CCCC3)sc2c1)c1cccc(F)c1	-8%	-27%
-34%[2.33 µM]	-12%	31%	·	0	-2%	-19%	COc1ccc(C2=NN(CC(=O)NCC(OC)OC)C(=O)CC2)cc1	-6%	7%
?	-19%	7%	i	3	4%	1%	Cc1cc(/C=C/C(=O)O)c(C)n1-c1ccc(Cl)cc1	4%	?
-5%[0.501 µM]	?	15%	-10%	-4	-5%	3%	CCCN(CC1CCCO1)C(=O)CCc1nnc(CCc2ccc(OC)cc2)o1 (centres undefined)	-18%	-5%
-3%	?	-9%	-4%	-3	-4%	-13%	O=c1[nH]cc(C(F)(F)F)cc1NS(=O)(=O)c1ccccc1[N+](=O)[O-]	-23%	?

# Looked up above:
# In PGK inhibitor, CC1CCCN(c2ncnc3c2cnn3-c2ccc(F)cc2)C1 (centres undefined) has -15%
# In PI4K2A inh, NS(=O)(=O)c1ccc(N2N=C(c3ccc(Br)cc3)CC2c2ccc(F)cc2)cc1 (centres undefined) has 4
# In PGK inhibitor, CCCN(CC1CCCO1)C(=O)CCc1nnc(CCc2ccc(OC)cc2)o1 (centres undefined) has -10%
# In GLS inhibitor, COC(=O)C(O)(CC(=O)Nc1ccccc1OC)C(F)(F)F (centres undefined) has -16%

# (further entries)
G9a inh	JMJD2A Tudor inh	HP1b chromo inh	PGK inhibitor	PI4K2A inh	Pin1 inhibitor	POLH inh	structure	GLS inhibitor	BAZ2B block
-11%	3%	-26%	-1%	-6	0%	-10%	O=C(Nc1nccs1)C1CC(=O)N(c2ccc(F)cc2)C1 (centres undefined)	-17%	3%
?	-18%	12%	i	1	1%	-7%	CC(C)CC(=O)Nc1ccc(-c2nc3ccccc3c(=O)o2)cc1	1%	30%[activator]
-11%[12.7 µM]	-16%&1%	8%	-3%	-5	2%&-5%	-9%	O=C1c2ccccc2C(=O)N1Cc1cccnc1	-17%	-2%
12%[59 µM]	-1%	12%	-6%	-2	1%	0%	Cc1cccc(NC(=O)CCNC(=O)c2ccco2)c1	0%	-15%
-8%	-1%	37%[activator]	-3%	-3	-1%	-21%	Cc1ccc(N(C(=O)c2snc(C(N)=O)c2N)C(C(=O)NCc2ccccc2)c2ccncc2)c(C)c1 (centres undefined)	-5%	5%
·	-8%	24%	-3%	7	-4%	-20%	O=C(NCCN1CCCCC1)Nc1ccccc1Cl	-5%	-6%

# Screening results deposited in PubChem BioAssay by National Center for Advancing Translational Sciences (NCATS).

# Only part of the results is shown; count on the stated rates, not on these rows.
